NR5A2 inv ag = NR5A2 inverse agonism in reporter assay; O00482; HEK293T StAR-luciferase reporter, LRH-1 transfected, 24 h; inhibition, % at 3.6 µM; 360,000 compounds, 0.13% hits; AID 602396;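 active means inhibition above the mean inhibition of all tested compounds plus 3 SD, cut at about 73% in these data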;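 further: 0% = DMSO wells and 100% = reporter-only cells lacking LRH-1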
ABHD5 PLIN5 PPI = inhibitors of human ABHD5-perilipin-5 interaction; Split G. princeps luciferase complementation, luminescence, 4 h; inhibition, % at 4 µM; 360,000 compounds, 0.78% hits; AID 602281;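 active means inhibition above the mean inhibition across every tested compound plus 3 SD, cut at about 22% in these data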;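 further: 0% = DMSO only wells and the 100% control is not disclosed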
LMP1 NFkB inh = reduces LMP1-driven NF-kappaB luciferase signal; LMP1-induced NF-kappaB luciferase reporter cells, luminescence; inhibition, % at 12.5 µM; 350,000 compounds, 0.69% hits; AID 504558; in the data active means inhibition above about 41%;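 further: 0% = neutral control wells and 100% = reference inhibitor control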
SRC1 inh = inhibits human SRC1 coactivator; Q15788; HEK293 GAL4-SRC1 luciferase reporter, luminescence; inhibition, % at 3.6 µM; 360,000 compounds, 0.12% hits;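 active means inhibition above the campaign mean plus 3 SD, with each screening campaign given its own cutoff, cut at about 60% in these data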;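 further: 0% = DMSO treated cells and 100% = gossypol at 36 µM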
NCOA2 inhibitor = inhibits human steroid receptor coactivator 2. Q15596. HEK293 GAL4-SRC2 luciferase reporter, luminescence. inhibition, % at 9 µM. 370,000 compounds, 0.17% hits;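 active means inhibition above the mean inhibition of all tested compounds plus 3 SD, set per campaign, cut at about 52% in these data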;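 further: 0% = DMSO treated cells and 100% = cells given Gossypol at 36 µM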
NOD2-RIPK2 inh = blocks binding of human NOD2 to RIPK2 | O43353 | CHO BLA complementation NOD2-RIPK2, CCF4 ratio | inhibition, % at 4.98 µM | 360,000 compounds, 0.38% hits; in the data active means inhibition above about 21%;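 further: 0% = vehicle only and 100% = reference blocker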
MC4R ag barr = human MC4R agonism via beta-arrestin; P32245; U2OS MC4R beta-arrestin complementation, luminescence; percent of melanotan II response, DMSO zero; activation, % at 8.9 µM; 360,000 compounds, 0.98% hits; AID 540308;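 active means activation above a per-plate cutoff, the mean activation of sample wells on that plate plus 3 SD, cut at about 8% in these data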
Target sequence (P32245 whole entry, looked up): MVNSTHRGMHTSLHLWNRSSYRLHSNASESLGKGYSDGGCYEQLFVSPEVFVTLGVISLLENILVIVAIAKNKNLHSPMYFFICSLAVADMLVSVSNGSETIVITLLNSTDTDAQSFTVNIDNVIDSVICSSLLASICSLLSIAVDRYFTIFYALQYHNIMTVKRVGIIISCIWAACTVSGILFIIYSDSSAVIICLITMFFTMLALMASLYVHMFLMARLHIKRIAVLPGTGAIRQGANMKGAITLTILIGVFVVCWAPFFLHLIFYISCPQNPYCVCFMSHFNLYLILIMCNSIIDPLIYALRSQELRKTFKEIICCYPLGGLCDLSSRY
SRC3 inh = human NCOA3 inhibition. Q9Y6Q9. HEK293 GAL4-SRC3 luciferase reporter, luminescence. inhibition, % at 3.6 µM. 360,000 compounds, 0.17% hits. AID 588352;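 active means inhibition above a per-campaign cutoff, the mean of all compounds plus 3 SD, cut at about 60% in these data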;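 further: 0% = DMSO-treated cells and 100% = gossypol-treated cells at 36 µM; higher means less SRC3-driven luciferase light from the GAL4 reporter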
COUP-TFII inh = blocks human COUP-TFII nuclear receptor | HEK293T NGFI-A luciferase reporter, luminescence | P24468 | inhibition, % at 8.6 µM | 370,000 compounds, 0.7% hits;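 active means inhibition above a per-plate cutoff, mean inhibition of test wells between control levels plus 3 SD, cut at about 38% in these data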;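 further: cells cotransfected with COUP-TFII expression vector driving the NGFI-A reporter; 0% = median of COUP-TF2 test wells and 100% = reporter-only cells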
Target sequence (P24468 whole entry, looked up): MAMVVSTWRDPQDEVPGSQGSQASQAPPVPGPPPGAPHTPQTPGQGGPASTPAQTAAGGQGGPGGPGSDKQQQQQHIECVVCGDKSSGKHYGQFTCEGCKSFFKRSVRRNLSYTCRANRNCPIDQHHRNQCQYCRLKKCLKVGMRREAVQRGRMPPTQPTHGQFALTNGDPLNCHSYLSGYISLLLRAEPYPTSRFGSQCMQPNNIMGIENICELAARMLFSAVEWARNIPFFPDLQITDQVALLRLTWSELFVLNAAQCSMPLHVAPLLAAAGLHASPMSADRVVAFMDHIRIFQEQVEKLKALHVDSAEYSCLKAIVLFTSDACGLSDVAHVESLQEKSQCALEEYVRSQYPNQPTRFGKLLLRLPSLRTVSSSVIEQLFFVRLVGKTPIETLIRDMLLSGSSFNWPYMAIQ
TLR9-MyD88 inh = inhibitors of human TLR9-MyD88 binding | Q9NR96+Q99836 | CHO BLA complementation TLR9-MyD88, CCF4 FRET ratio | inhibition, % at 4.98 µM | 340,000 compounds, 0.21% hits | AID 504734;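 active means inhibition above the mean over all tested compounds plus 3 SD, cut at about 21% in these data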;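 further: 0% = DMSO only wells and 100% = clavulanate BLA inhibitor control wells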
MC4R antag cAMP = human MC4R antagonism in cAMP assay; 360,000 compounds, 0.48% hits; inhibition, % at 6.5 µM; P32245; MC4R-expressing cells, MTII-stimulated cAMP, LANCE TR-FRET;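 active means inhibition above its plate's cutoff, the mean of tested wells on that plate plus 3 SD, cut at about 29% in these data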;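 further: 0% = Melanotan II alone and 100% = Melanotan II plus saturating MCL0020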
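Assay system: human MC4R-expressing U2OS cells; reagent: Melanotan II stimulation of cells; dosing: 6.5 µM single dose; timing: compound 30 min, challenge 1 h, detection 1 h; signal: TR-FRET cAMP assay; replicates: one well per compound, no replicates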
An asterisk follows results filed as active. These rows are one share of the data; count on the stated rates, not on these rows.

How did CC(NC(=O)c1ccccc1F)C12CC3CC(CC(C3)C1)C2 (stereo unspecified) do in these assays?
NR5A2 inv ag: 16.9; ABHD5 PLIN5 PPI: -17.6; LMP1 NFkB inh: -1.6; SRC1 inh: -0.4; NCOA2 inhibitor: -5.5; NOD2-RIPK2 inh: 3.3; MC4R ag barr: 5.2; SRC3 inh: 1.6; COUP-TFII inh: 9.0; TLR9-MyD88 inh: 0.3; MC4R antag cAMP: -2.6

Results for COC(=O)[C@]1(C)N[C@H](CN(C)S(=O)(=O)c2ccccc2)[C@@H]2C(=O)N(Cc3ccccc3)C(=O)[C@@H]21 ?
NR5A2 inv ag: 5.4; ABHD5 PLIN5 PPI: 7.3; LMP1 NFkB inh: -3.9; SRC1 inh: -15.2; NCOA2 inhibitor: 10.2; NOD2-RIPK2 inh: -1.6; MC4R ag barr: 0.4; SRC3 inh: -9.6; COUP-TFII inh: -0.2; TLR9-MyD88 inh: -9.5; MC4R antag cAMP: -4.6

What do the screens show for `CC(C)c1ccc(Nc2nnc(SCC(=O)c3nnc(-c4ccccc4)o3)s2)cc1`?
NR5A2 inv ag: -118.6; ABHD5 PLIN5 PPI: -24.9; LMP1 NFkB inh: -30.2; SRC1 inh: -113.7; NCOA2 inhibitor: -30.0; NOD2-RIPK2 inh: -7.2; MC4R ag barr: -0.7; SRC3 inh: -95.0; COUP-TFII inh: -35.8; TLR9-MyD88 inh: -11.9; MC4R antag cAMP: 10.0

Results for CCN(CC(=O)Nc1ccccc1C(F)(F)F)C(=O)c1cc2c(s1)CCCCC2 ?
NR5A2 inv ag: 1.2; ABHD5 PLIN5 PPI: -6.1; LMP1 NFkB inh: -4.1; SRC1 inh: 1.5; NCOA2 inhibitor: 29.2; NOD2-RIPK2 inh: 2.2; MC4R ag barr: -0.1; SRC3 inh: -0.8; COUP-TFII inh: 8.8; TLR9-MyD88 inh: -5.6; MC4R antag cAMP: -7.4

Results for O=S(=O)(O)Sc1ccccc1 ?
NR5A2 inv ag: 8.8; ABHD5 PLIN5 PPI: -23.9; LMP1 NFkB inh: -5.8; SRC1 inh: -12.7; NCOA2 inhibitor: 35.1; NOD2-RIPK2 inh: -8.0; MC4R ag barr: 0.3; SRC3 inh: -2.6; COUP-TFII inh: -4.7; TLR9-MyD88 inh: -3.0; MC4R antag cAMP: 2.2

Results for CCOc1cc(/C=C/c2cccc[n+]2C)ccc1O ?
NR5A2 inv ag: 5.8; ABHD5 PLIN5 PPI: -2.5; LMP1 NFkB inh: -24.4; SRC1 inh: 6.6; NCOA2 inhibitor: -24.4; NOD2-RIPK2 inh: -7.7; MC4R ag barr: -0.2; SRC3 inh: -8.7; COUP-TFII inh: 3.3; TLR9-MyD88 inh: -4.5; MC4R antag cAMP: -19.5

What do the screens show for `Cc1cc(C(=O)Nc2nc(C)c(C(=O)N(C)C)s2)ccc1[N+](=O)[O-]`?
NR5A2 inv ag: -97.3; ABHD5 PLIN5 PPI: 1.8; LMP1 NFkB inh: 0.9; SRC1 inh: -68.1; NCOA2 inhibitor: -59.2; NOD2-RIPK2 inh: 9.8; MC4R ag barr: -3.4; SRC3 inh: -46.3; COUP-TFII inh: -33.9; TLR9-MyD88 inh: 4.6; MC4R antag cAMP: -6.3

What do the screens show for `O=C(CC1(O)C(=O)Nc2ccccc21)c1ccccc1` (stereo unspecified)?
NR5A2 inv ag: -13.2; ABHD5 PLIN5 PPI: -2.4; LMP1 NFkB inh: 2.6; SRC1 inh: 1.2; NCOA2 inhibitor: -30.1; NOD2-RIPK2 inh: -5.1; MC4R ag barr: 1.0; SRC3 inh: -14.4; COUP-TFII inh: 3.5; TLR9-MyD88 inh: 10.4; MC4R antag cAMP: 15.0

How did COc1ccc(/C=C/C(=O)c2c(C)nc3ccccn23)cc1 do in these assays?
NR5A2 inv ag: -34.5; ABHD5 PLIN5 PPI: 1.5; LMP1 NFkB inh: -38.1; SRC1 inh: -30.6; NCOA2 inhibitor: -66.2; NOD2-RIPK2 inh: 3.7; MC4R ag barr: -0.3; SRC3 inh: -18.5; COUP-TFII inh: -22.4; TLR9-MyD88 inh: -7.4; MC4R antag cAMP: 7.2

Results for NS(=O)(=O)c1ccc(CNC(=O)C2CCCN2C(=O)c2cccs2)cc1 (stereo unspecified) ?
NR5A2 inv ag: -0.9; ABHD5 PLIN5 PPI: 2.5; LMP1 NFkB inh: 7.3; SRC1 inh: 4.8; NCOA2 inhibitor: -6.5; NOD2-RIPK2 inh: -5.0; MC4R ag barr: 0.4; SRC3 inh: 1.7; COUP-TFII inh: -10.8; TLR9-MyD88 inh: 3.3; MC4R antag cAMP: 15.5

How did Cc1ccc(S(=O)(=O)N2CCN(C(=O)C3CC3C)CC2)c(C)c1 (stereo unspecified) do in these assays?
NR5A2 inv ag: 14.5; ABHD5 PLIN5 PPI: -6.9; LMP1 NFkB inh: 4.3; SRC1 inh: 2.5; NCOA2 inhibitor: 8.9; NOD2-RIPK2 inh: 5.2; MC4R ag barr: -1.9; SRC3 inh: 20.5; COUP-TFII inh: 15.7; TLR9-MyD88 inh: 2.9; MC4R antag cAMP: 8.1

What do the screens show for `COc1ccc(C2CC(c3cccs3)=NN2S(C)(=O)=O)cc1` (stereo unspecified)?
NR5A2 inv ag: -24.6; ABHD5 PLIN5 PPI: -0.1; LMP1 NFkB inh: -11.5; SRC1 inh: -36.7; NCOA2 inhibitor: -16.4; NOD2-RIPK2 inh: -4.5; MC4R ag barr: -0.8; SRC3 inh: -22.5; COUP-TFII inh: -2.9; TLR9-MyD88 inh: 8.8; MC4R antag cAMP: -2.5

Results for CCOC(=O)/C=C1\SCC(=O)N1CC(=O)NC(C)c1ccccc1 (stereo unspecified) ?
NR5A2 inv ag: -7.9; ABHD5 PLIN5 PPI: -7.7; LMP1 NFkB inh: -17.1; SRC1 inh: 1.9; NCOA2 inhibitor: -34.6; NOD2-RIPK2 inh: 1.2; MC4R ag barr: -2.9; SRC3 inh: 7.2; COUP-TFII inh: 17.1; TLR9-MyD88 inh: -9.5; MC4R antag cAMP: 1.4

How did Cn1nc(C(C)(C)C)cc1NC(=O)Nc1ccc(Cl)cc1 do in these assays?
NR5A2 inv ag: 8.8; ABHD5 PLIN5 PPI: -1.2; LMP1 NFkB inh: -3.1; SRC1 inh: 16.3; NCOA2 inhibitor: 12.1; NOD2-RIPK2 inh: -10.6; MC4R ag barr: -1.2; SRC3 inh: 10.8; COUP-TFII inh: -3.6; MC4R antag cAMP: 0.6

What do the screens show for `CC1=CCC(C(=O)O)(C(=O)N/N=C/c2cccs2)C(c2ccc(F)cc2)C1` (stereo unspecified)?
NR5A2 inv ag: 15.2; ABHD5 PLIN5 PPI: -3.0; LMP1 NFkB inh: -6.5; SRC1 inh: -17.2; NCOA2 inhibitor: 11.9; NOD2-RIPK2 inh: -1.8; MC4R ag barr: 1.6; SRC3 inh: -10.2; COUP-TFII inh: 4.6; TLR9-MyD88 inh: 2.8; MC4R antag cAMP: 0.9

Results for Cc1cc(C)cc(NC(=O)c2nnn(Cc3cc(C)ccc3C)c2N)c1 ?
NR5A2 inv ag: 40.2; ABHD5 PLIN5 PPI: -8.1; LMP1 NFkB inh: -1.5; SRC1 inh: -79.1; NOD2-RIPK2 inh: 1.5; MC4R ag barr: -1.3; SRC3 inh: 30.7; TLR9-MyD88 inh: -13.2; MC4R antag cAMP: -15.7

Results for CN(C)CCCN1C(=O)c2cccc3cccc(c23)C1=O ?
NR5A2 inv ag: -13.8; ABHD5 PLIN5 PPI: 2.4; LMP1 NFkB inh: -41.3; SRC1 inh: 2.0; NCOA2 inhibitor: -15.5; NOD2-RIPK2 inh: -11.9; MC4R ag barr: 1.1; SRC3 inh: 1.8; COUP-TFII inh: -4.3; TLR9-MyD88 inh: -0.1; MC4R antag cAMP: 11.1

Results for N#CCCCSc1nnc(-c2ccccn2)o1 ?
NR5A2 inv ag: -52.3; ABHD5 PLIN5 PPI: 0.5; LMP1 NFkB inh: -1.8; SRC1 inh: -21.2; NCOA2 inhibitor: -27.2; NOD2-RIPK2 inh: 2.3; MC4R ag barr: -2.2; SRC3 inh: -12.9; COUP-TFII inh: -6.7; TLR9-MyD88 inh: 0.7; MC4R antag cAMP: 10.2

What do the screens show for `Cc1ccc(C2(c3ccccc3)NC(=O)N(CC(=O)NCc3ccco3)C2=O)cc1C` (stereo unspecified)?
NR5A2 inv ag: 6.8; ABHD5 PLIN5 PPI: 11.9; LMP1 NFkB inh: 1.4; SRC1 inh: -0.5; NCOA2 inhibitor: -0.5; NOD2-RIPK2 inh: 2.4; MC4R ag barr: 0.5; SRC3 inh: 19.3; COUP-TFII inh: 0.3; TLR9-MyD88 inh: -14.7; MC4R antag cAMP: 7.3

How did O=C(c1cc(-c2cccc(Cl)c2)on1)N1CCCC1 do in these assays?
NR5A2 inv ag: -123.8; ABHD5 PLIN5 PPI: 7.0; LMP1 NFkB inh: -29.2; SRC1 inh: -63.8; NCOA2 inhibitor: -45.8; NOD2-RIPK2 inh: -1.6; MC4R ag barr: -0.2; SRC3 inh: -92.7; COUP-TFII inh: -19.1; TLR9-MyD88 inh: -2.5; MC4R antag cAMP: 14.9

What do the screens show for `Fc1ccc(NC(=S)NC2CC3CCC(C2)N3Cc2ccco2)cc1` (stereo unspecified)?
NR5A2 inv ag: 6.0; ABHD5 PLIN5 PPI: -4.5; LMP1 NFkB inh: -13.1; SRC1 inh: -4.4; NCOA2 inhibitor: -16.4; NOD2-RIPK2 inh: -2.0; MC4R ag barr: -1.7; SRC3 inh: 4.8; COUP-TFII inh: -17.1; TLR9-MyD88 inh: 6.8; MC4R antag cAMP: 0.6

How did CCOC(=O)C1(Cc2cccc(OC)c2)CCN(Cc2ccc3c(c2)OCCO3)CC1 do in these assays?
NR5A2 inv ag: 13.6; ABHD5 PLIN5 PPI: -5.7; LMP1 NFkB inh: -10.8; SRC1 inh: 14.3; NCOA2 inhibitor: 1.1; NOD2-RIPK2 inh: -2.7; MC4R ag barr: -3.3; SRC3 inh: 20.9; COUP-TFII inh: 5.5; TLR9-MyD88 inh: -20.1; MC4R antag cAMP: 6.2

How did Cc1ccc(C)c2nc(Cl)c(C3NC(=O)c4ccccc4N3)cc12 (stereo unspecified) do in these assays?
NR5A2 inv ag: -1.0; ABHD5 PLIN5 PPI: -4.9; LMP1 NFkB inh: -4.1; SRC1 inh: -10.3; NCOA2 inhibitor: -22.7; NOD2-RIPK2 inh: 0.8; MC4R ag barr: -1.8; SRC3 inh: 1.0; COUP-TFII inh: 21.0; TLR9-MyD88 inh: -5.5; MC4R antag cAMP: 4.8
